GlmU inhibition: inhibition of mycobacterial GlmU enzyme – biochemical, glucosamine-1-phosphate acetyltransferase (AID 1376) | M. tuberculosis GlmU acetyltransferase enzyme assay; higher % means a stronger effect | 220,000 tested, 0.25% active | one-dose inhibition, %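 (tested at 30 µM in the primary screen)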; IC50 in µM for titrated hits; in the data active = inhibition above about 13%; inconclusive = no clear call, values can overlap the other calls;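 note: 0% = complete reaction with vehicle and 100% = reaction without substrate; strong numbers were not always called active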
Mtb RmlCD inh: inhibitors of Mycobacterium tuberculosis RmlC and RmlD coupled enzymes | RmlC+RmlD coupled enzyme assay, percent inhibition; primary screen in compound mixtures | inhibition, % at 3.6 µM | 160,000 tested, 0.03% active | AID 1533; in the data active = inhibition mostly above about 34%, no sharp cut-off; inconclusive = no clear call, values can overlap the other calls; inactive = mostly below about 22%; note: some results filed as inactive read as strong as hits
Target sequence (P9WH09 whole entry, looked up): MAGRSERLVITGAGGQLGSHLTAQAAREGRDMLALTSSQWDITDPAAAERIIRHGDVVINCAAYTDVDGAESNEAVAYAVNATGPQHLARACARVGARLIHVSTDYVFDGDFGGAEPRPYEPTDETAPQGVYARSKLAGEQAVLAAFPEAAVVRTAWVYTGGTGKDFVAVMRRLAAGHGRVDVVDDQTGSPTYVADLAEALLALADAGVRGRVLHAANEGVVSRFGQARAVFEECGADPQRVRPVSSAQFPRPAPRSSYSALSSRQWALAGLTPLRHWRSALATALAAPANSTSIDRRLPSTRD
Target sequence (P9WH11 whole entry, looked up): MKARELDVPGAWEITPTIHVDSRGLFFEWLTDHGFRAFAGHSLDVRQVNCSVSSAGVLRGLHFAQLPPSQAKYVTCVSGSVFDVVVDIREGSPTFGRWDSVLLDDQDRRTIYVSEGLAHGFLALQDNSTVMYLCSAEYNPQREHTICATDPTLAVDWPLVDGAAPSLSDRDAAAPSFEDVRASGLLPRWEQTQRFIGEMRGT
* marks the source's active call; other numbers are inactive results; ? = inconclusive; nt = not tested or not shown.

SMILES	GlmU inhibition	Mtb RmlCD inh
CCCOc1ccccc1NC(=O)CC1Nc2ccccc2NC1=O (stereo not drawn)	0.1%	6
CN1C(C(=O)NCCc2cccs2)CC2Cn3c(nc4cc(Cl)c(Cl)cc43)C21 (stereo not drawn)	-0.3%	nt
CCCCc1nn(-c2cc(Cl)ccc2OC)c2c1C(=O)CC(C)(C)C2	4.1%	-3
O=C(NCC(=O)N(Cc1cccs1)C(C(=O)NC1CCCC1)c1cccnc1)c1ccco1 (stereo not drawn)	2.2%	nt
Cc1ccccc1N1CCN(CCCOc2ccc3c(C)cc(=O)oc3c2)CC1	-2.0%	nt
Cc1cc(C)c(NC(=O)COC(=O)c2ccc([N+](=O)[O-])s2)c(C)c1	-6.7%	6
O=C(Cc1ccc(F)cc1)NC1CCCC1	-2.6%	9
COc1ccc(OC)c(Nc2cc(C)nc3nc(C)nn23)c1	-0.6%	-8
COc1cc2c(cc1OC)C(C1C(=O)CC(C)(C)CC1=O)N(C(=O)CCl)CC2 (stereo not drawn)	3.6%	-7
C=CCn1c(O)c(C(CC)=NCc2cc(OC)cc(OC)c2)c(=O)[nH]c1=O	-0.4%	nt
O=C(N/C(=C\c1cccs1)C(=O)N1CCCCCC1)c1ccccc1	1.9%	14
CN(C)C(CNC(C(=O)Nc1ccc([N+](=O)[O-])cc1Br)c1ccccc1)c1ccccc1 (stereo not drawn)	-3.9%	-13
O=C(Cc1cn2ccsc2n1)Nc1nc2c(s1)CN(Cc1ccccc1)CC2	9.2%	1
O=S(=O)(NC1CC1)c1ccc(S(=O)(=O)N(Cc2ccccn2)C2CCCC2)cc1	-0.2%	nt
CCCCCCNC(=O)CC(NS(=O)(=O)c1ccc(OC)cc1)C(C)C (stereo not drawn)	1.6%	nt

Brought forward from above: 4 compounds; new compounds follow.
SMILES	GlmU inhibition	Mtb RmlCD inh
CN(C)C(CNC(C(=O)Nc1ccc([N+](=O)[O-])cc1Br)c1ccccc1)c1ccccc1 (stereo not drawn)	-3.9%	-13
O=C(Cc1cn2ccsc2n1)Nc1nc2c(s1)CN(Cc1ccccc1)CC2	9.2%	1
O=S(=O)(NC1CC1)c1ccc(S(=O)(=O)N(Cc2ccccn2)C2CCCC2)cc1	-0.2%	nt
CCCCCCNC(=O)CC(NS(=O)(=O)c1ccc(OC)cc1)C(C)C (stereo not drawn)	1.6%	nt
NC(=O)c1cc(-c2ccccc2)sc1NC(=O)CN1CCCCC1	0.0%	28
CC(C)(C)NC(=O)NC(=O)COc1ccc(Br)cc1Br	2.6%	6
COc1cccc(-c2nnn(CC(=O)NC3CCCC3)n2)c1OC	2.1%	nt
CCOc1cc(/C=C/c2cc(C(=O)O)c3ccccc3n2)ccc1O	6.4%	9
Cc1ccc(SCn2nnc3ccccc3c2=O)c(C)c1	-1.0%	5
Cc1cc([N+](=O)[O-])nn1CC(=O)NCCCn1ccnc1	-1.0%	9
CCN(CC)c1ccc(/C=N/NC(=O)Cc2cccs2)c(O)c1	-3.1%	56
CCCCNC(=O)Nc1c(C(=O)OCC)[nH]c2ccccc12	2.2%	nt
O=C(CCCN1C(=O)C2C3C=CC(C3)C2C1=O)N1CCN(c2ccccc2)CC1 (stereo not drawn)	nt	7
CCc1cc2c(=O)c(-c3nc4ccccc4n3C)c(C)oc2c(CN2CCOCC2)c1O	0.6%	-4
c1cncc(CNc2ncnc3sccc23)c1	-4.2%	-25
C#CCOCCOCCOCCNc1nc(N2CCN(C(=O)[C@H](CCC(=O)O)n3cc(C(N)CO)nn3)CC2)nc(N2CCN(C(=O)[C@H](Cc3ccc(O)cc3)n3cc(C(N)[C@H](C)CC)nn3)CC2)n1 (stereo partly drawn)	-2.0%	nt
N=c1n(Cc2ccc(Cl)cc2)c2ccccc2n1CC(O)COc1ccccc1 (stereo not drawn)	-1.5%	6
Cc1nc(CS(=O)(=O)c2ccc(Cl)cc2)cc(Sc2ccc(Cl)cc2)n1	0.8%	2
CCCCC(=O)Nc1cc(C(=O)NCCc2ccccc2)ccc1Cl	-6.6%	-32
CCc1ccccc1NC(=O)c1cc(C2CC2)on1	-0.9%	4
N#CC1=C(N)Oc2cc(O)ccc2C1c1cccnc1 (stereo not drawn)	9.5%	1
Cn1c2ccccc2c2cnn(CC(=O)O)c(=O)c21	2.5%	?
O=C(Nc1ccccc1)c1cnc[nH]1	nt	3
O=C(N/N=C/c1ccc([N+](=O)[O-])o1)c1ccccc1NS(=O)(=O)c1cccs1	2.1%	-9
Cc1ccc(/C=C2/SC(=S)N(CCC(=O)N3CCN(C)CC3)C2=O)cc1	-6.1%	3
COc1ccc(CCNC(=O)Cc2cccs2)cc1	3.7%	-4
COc1ccc(CC(=O)N(Cc2cc3cc(OC)ccc3[nH]c2=O)C(C)C)cc1	2.3%	nt
O=C(NCc1nc(-c2ccccc2)no1)c1ccc(Br)o1	2.3%	nt
CN1CCN(c2cc(=O)n(Cc3ccc(F)cc3)c(=O)[nH]2)CC1	2.9%	2
COc1ccc2oc(=O)c(C(=O)n3ccc(C)n3)cc2c1	1.6%	nt
Clc1ccc(NCc2nnc3n2CCCCC3)cc1	0.9%	4
COc1ccc(C2CC(c3cccs3)=NN2C(=O)CSc2nc3ccccc3s2)cc1 (stereo not drawn)	3.5%	nt
CCOC(=O)C1(Cc2ccc(OC)cc2)CCN(C(=O)C2CC(=O)N(C3CC3)C2)CC1 (stereo not drawn)	-0.3%	20
COC(=O)c1cc(=O)n(Cc2ccc(OC)c(OC)c2)c(=Nc2ccc(F)cc2)s1	1.2%	7

Entries of single compounds, looked up by structure. Order of values: GlmU inhibition | Mtb RmlCD inh
`CN1CCN(c2cc(=O)n(Cc3ccc(F)cc3)c(=O)[nH]2)CC1` is listed with 2.9% | 2
`N#CC1=C(N)Oc2cc(O)ccc2C1c1cccnc1` (stereo not drawn) is listed with 9.5% | 1

Additional results follow:
SMILES	GlmU inhibition	Mtb RmlCD inh
CCC(=O)N1CC(=O)Nc2ccc(F)cc2C1c1ccccc1 (stereo not drawn)	8.0%	-6
CCOc1ncccc1C(=O)N1CCN(C(=O)c2ccccc2)CC1	10%	32
O=C(CCN1C(=O)c2ccccc2C1=O)NC(=S)Nc1ccccc1Cl	-2.8%	nt
O=C(CCn1[nH]c(=O)c2ccccc2c1=O)N1CCOCC1	4.1%	-19
O=c1cc(-c2cccnc2)oc2c1ccc1ccccc12	1.0%	nt
Cc1cccc(C)c1NC(=S)N1CCOCC1	1.3%	10
CCOc1ccc(-c2cn(-c3ccc(OC)cc3)c(SC)n2)cc1	1.8%	-11
Cc1ccc(-c2nnn(CC(=O)N(CC(=O)NC(C)C)c3cnc4ccccc4c3)n2)o1	3.8%	nt
Cc1ccccc1-n1c(N)cc(=O)[nH]c1=S	2.4%	nt
COc1ccccc1CNC(=O)C(CC(C)C)NS(=O)(=O)c1ccc2c(c1)oc(=O)n2C (stereo not drawn)	3.5%	-12
CCN1/C(=C(\O)c2ccccc2)C(=O)c2ccccc2S1(=O)=O	2.4%	10
COc1ccc(S(=O)(=O)CCC(=O)Nc2cc(C)ccc2OC)cc1	4.4%	-12
COc1c(C)cc(C(=O)C2CCCN(Cc3ccc(Oc4ncccn4)cc3)C2)cc1C (stereo not drawn)	-7.4%	nt
Cc1cc(C)cc(NC(=O)N2CCC(NC(=O)c3ccc(F)cc3)CC2)c1	-2.8%	10
C=CCOC(=O)C1=C[C@H](c2ccc(Br)cc2)[C@@H](CCCO)[C@H](OCC)O1	4.2%	nt
C/C(=N\N=C1\NC(=O)C(CC(=O)Nc2ccc(C)c(Cl)c2)S1)C(C)(C)C (stereo not drawn)	-0.9%	nt
CC(C)NC(=S)N/N=C/c1cccnc1	1.6%	5
Cc1cc(C(=O)CSc2ccc3c(c2)OCCO3)c(C)n1C1CC1	-0.6%	1
CCOc1ccccc1NC(=O)CN1CCC(NC(=O)c2ccccc2)CC1	4.0%	40
O=C(O)c1ccccc1SCc1cn2cc(Br)ccc2n1	0.7%	-3
CC(C)(C)C(=O)C(Oc1cccc2nonc12)n1cncn1 (stereo not drawn)	1.0%	-2
N#Cc1c2n(c3c(=O)n(CC(=O)c4ccc([N+](=O)[O-])cc4)cnc13)CCCCC2	-0.6%	21
COc1ccc(OCC(=O)N2CCN(C(=O)Cc3ccccc3)CC2)cc1	5.1%	-3
O=C(Nc1ncc([N+](=O)[O-])s1)C1CCN(S(=O)(=O)c2cnc[nH]2)CC1	-0.6%	-8
CC(C)COP(=O)(OCC(C)C)C(O)c1ccc(F)cc1 (stereo not drawn)	-2.5%	3
Cc1ccc(S(=O)(=O)NC(=O)NCc2ccc(F)cc2)cc1	1.8%	nt
CN1CCN(c2ccc([N+](=O)[O-])c(NCC3CCCO3)c2)CC1 (stereo not drawn)	-0.6%	21
CCCCNc1ncnc2c1cnn2-c1ccccc1	1.4%	13
O=C(NCC1CCCO1)C(=O)N/N=C/c1ccccc1C(=O)O (stereo not drawn)	1.4%	14
C=C1[C@@H](OC(C)=O)CC[C@]2(C)[C@@H]1C[C@@H]1C[C@H](OC(C)=O)C(C)=C([C@@H](OC(C)=O)[C@@H]2OC(C)=O)C1(C)C	-0.6%	-1
O=C1NC(=S)NC(=O)C1=Cc1cccn1-c1ccc(O)cc1	-0.1%	-1
Cc1cc(C)c(C)c(OCCCN(C)C)c1	0.4%	nt
FC(F)(F)c1ccc(N2CCN(c3ncnc4c3nnn4Cc3ccccc3)CC2)nc1	2.6%	-10
O=C(N/N=C/CCc1ccccc1)C1CCCCC1	5.4%	-10
Cc1ccc(C(=O)/C=C/c2ccccc2[N+](=O)[O-])cc1	5.1%	2
O=C(Nc1csc([N+](=O)[O-])c1)Nc1ccccc1Cl	-1.6%	-10
O=C(CNc1n[nH]c(=O)[nH]c1=O)N/N=C/C1CC=CCC1 (stereo not drawn)	2.2%	nt
CC(=O)NC(CCS(C)(=O)=O)C(=O)Nc1cc(C)on1 (stereo not drawn)	-4.9%	nt
C/C(=C\C(=O)c1ccncc1)Nc1ccccc1O	4.0%	-6
O=C(NC(=S)Nc1cccnc1)c1cccs1	1.4%	-11
COc1c(C)cc(C(=O)C2CCCN(Cc3cnc(N4CCOCC4)s3)C2)cc1C (stereo not drawn)	-7.4%	8
CCOc1ccccc1NC(=O)Cn1nnc(C(=O)NCCc2ccc(OC)c(OC)c2)c1N	7.8%	5
O=C(/C=N/O)NCC1CCNCC1	7.9%	-38
O=C(NC1CCCC1)C(c1ccccc1)N(Cc1cccnc1)C(=O)Cc1cccs1 (stereo not drawn)	-1.4%	1
CN(C)CC/C=C1/c2cc(F)ccc2CSc2ccc(F)cc21	-7.1%	nt
Fc1ccc(CSc2ccc3nnc(-c4cccnc4)n3n2)cc1	-5.2%	10
COc1ccccc1C/C(N)=N/OC(=O)COc1cccc2ccccc12	-1.7%	nt
COc1ccc(/C=C/C(=O)c2c(O)n(CCC3=CCCCC3)c(=O)[nH]c2=O)cc1OC	3.1%	6
COc1cccc(/C=N/NC(=O)c2cnn(-c3ccccc3)c2N)c1	6.3%	-5
O=C(O)c1ccc(-n2c(=O)c3ccccc3c3ccccc3c2=O)cc1	-0.1%	9
Cc1ccc(Cn2nnc3c(=O)[nH]c(C4CCCN(C(=O)Nc5ccc(F)cc5F)C4)nc32)cc1 (stereo not drawn)	-5.2%	-7
Cn1c(SCC(=O)Nc2nc3c(s2)CCCC3)nnc1-c1ccccc1	8.8%	nt
CCOC(=O)c1c(NC(=O)CSc2n[nH]c(N)n2)sc(CC)c1C	-1.5%	11
O=C1CSC(c2ccccn2)N1c1ccc(Cl)c(Cl)c1 (stereo not drawn)	-1.6%	nt
CC1OC(Nc2ccc(OC(F)(F)F)cc2)C(O)C(O)C1O (stereo not drawn)	-1.7%	nt
Cc1cccc(N=Nc2c(C)[nH]n(C(N)=S)c2=O)c1C	-2.9%	12
COc1cccc(O)c1CN1CCCC(C(=O)c2sccc2C)C1 (stereo not drawn)	-2.6%	-9
Cc1ccc(C(C(=O)NCC2CCCO2)N(Cc2ccccc2)C(=O)c2ccc(-c3ccccc3)[nH]2)o1 (stereo not drawn)	4.8%	nt
CC1(c2ccccc2)NC(=O)N(CC(=O)Nc2cc(S(=O)(=O)N3CCOCC3)ccc2Cl)C1=O (stereo not drawn)	-0.6%	-13
Cc1nc2ccccc2c2oc(C(=O)N3CCc4ccccc4C3)cc12	-0.7%	4
The results go on:
SMILES	GlmU inhibition	Mtb RmlCD inh
CCN(C(=O)c1cc2ccccc2oc1=O)c1ccccc1	0.1%	nt
O=c1c([N+](=O)[O-])cccn1Cc1cccc(Cl)c1	1.3%	-8
O=[N+]([O-])/C=C\c1ccc(N2CCCC2)c(F)c1	nt	-3
COc1ccc(-c2nc(=S)[nH][nH]2)cc1OC	3.8%	7
CN(C)S(=O)(=O)c1ccc(N2CCN(S(=O)(=O)c3ccc(F)cc3)CC2)c(Cl)c1	7.8%	-5
CS(=O)(=O)N(CCC#N)Cc1ccco1	1.4%	-11
COc1ccc2nc(SCC(=O)Nc3ccccc3C#N)[nH]c2c1	-0.2%	48
Cc1ccc(C2NC(=O)NC(O)(C(F)(F)F)C2C(=O)c2ccccc2)o1 (stereo not drawn)	2.0%	5
COC(=O)c1c(NC(=O)CCCC(=O)O)sc(C)c1C	-2.5%	nt

7 entries picked at random from the list so far:
SMILES	GlmU inhibition	Mtb RmlCD inh
COc1ccc(/C=C/C(=O)c2c(O)n(CCC3=CCCCC3)c(=O)[nH]c2=O)cc1OC	3.1%	6
COc1c(C)cc(C(=O)C2CCCN(Cc3ccc(Oc4ncccn4)cc3)C2)cc1C (stereo not drawn)	-7.4%	nt
Cc1ccc(/C=C2/SC(=S)N(CCC(=O)N3CCN(C)CC3)C2=O)cc1	-6.1%	3
CN1CCN(c2ccc([N+](=O)[O-])c(NCC3CCCO3)c2)CC1 (stereo not drawn)	-0.6%	21
N#Cc1c2n(c3c(=O)n(CC(=O)c4ccc([N+](=O)[O-])cc4)cnc13)CCCCC2	-0.6%	21
O=C(Cc1ccc(F)cc1)NC1CCCC1	-2.6%	9
CCOc1ncccc1C(=O)N1CCN(C(=O)c2ccccc2)CC1	10%	32

Screening data as filed in PubChem.

An excerpt; the hit share may differ from the screen's.
